mABHD4 FP – ABHD4 (mouse) inhibition, primary FP screen; Q8VD66; purified mABHD4, FP-Rh probe fluorescence polarization; inhibition, % at 8.92 µM; 370,000 tested, 0.54% active;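 active means inhibition exceeding the mean over every tested compound plus 3 SD, cut at about 30% in these data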;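 further: 0% = plate median of compound wells and 100% = S159A mutant with DMSO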
Target sequence (Q8VD66 whole entry, looked up): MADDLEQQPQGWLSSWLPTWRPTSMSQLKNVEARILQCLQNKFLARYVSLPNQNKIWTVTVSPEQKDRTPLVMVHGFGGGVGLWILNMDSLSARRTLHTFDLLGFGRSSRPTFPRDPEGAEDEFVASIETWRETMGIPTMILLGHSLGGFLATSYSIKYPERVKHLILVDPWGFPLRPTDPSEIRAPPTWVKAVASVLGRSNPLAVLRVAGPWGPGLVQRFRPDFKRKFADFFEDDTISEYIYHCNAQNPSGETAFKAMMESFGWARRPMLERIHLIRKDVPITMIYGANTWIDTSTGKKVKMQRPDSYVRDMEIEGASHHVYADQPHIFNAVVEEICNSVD
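Test system: mouse ABHD4 enzyme, wild type. Reagent: FP-Rh fluorescent activity-based probe, added after compound pre-incubation. Timing: pre-incubation 45 min, probe exposure 60 min, at 25 °C. Technique: FP readout, ex 525 nm / em 598 nm. Benchmarks: high control S159A mutant with DMSO, low control median of compound wells.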
Tn7 DDE FP – disrupts Tn7 cyclic peptide binding to fibrin D-Dimer-E complex | P02675 | FP displacement of FITC-Tn7 peptide from fibrin DD(E); 0% = median of compound wells per plate | inhibition, % at 8.3 µM | 370,000 tested, 0.13% active;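 active means inhibition above the mean of compounds falling within the control limits plus 3 SD of them, cut at about 14% in these data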;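 further: 0% = plate median of compound wells and 100% = 10 µM Aha-Tn7 peptide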
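Assay system: human fibrin DD(E). Input: DD(E) 2 µM final. Medium: Tris buffer with calcium and detergent, pH 7.8. Compound dosing: single point at 8.3 µM. Timing: 10 min plus 3 h, room temperature. Technique: fluorescence polarization of the labelled Tn7 tracer. Read-out: percent inhibition. Replicates: singlicate testing.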
HTRA1 inh – blocks human HTRA1 serine peptidase; inhibition, % at 5.96 µM; Q92743; 340,000 tested, 0.5% active; recombinant HTRA1, FP-rhodamine activity-based probe, fluorescence polarization; in the data active means inhibition above about 36%;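 further: 0% = enzyme with DMSO and 100% = wells lacking enzyme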
PRMT1 inh – blocks human protein arginine methyltransferase 1; Q99873; recombinant PRMT1, activity-based probe fluorescence polarization; inhibition, % at 2.79 µM; 370,000 tested, 1.3% active; AID 652257;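 active means inhibition above about 21% made by adding two undisclosed values, limit read from the data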
Target sequence (Q99873 whole entry, looked up): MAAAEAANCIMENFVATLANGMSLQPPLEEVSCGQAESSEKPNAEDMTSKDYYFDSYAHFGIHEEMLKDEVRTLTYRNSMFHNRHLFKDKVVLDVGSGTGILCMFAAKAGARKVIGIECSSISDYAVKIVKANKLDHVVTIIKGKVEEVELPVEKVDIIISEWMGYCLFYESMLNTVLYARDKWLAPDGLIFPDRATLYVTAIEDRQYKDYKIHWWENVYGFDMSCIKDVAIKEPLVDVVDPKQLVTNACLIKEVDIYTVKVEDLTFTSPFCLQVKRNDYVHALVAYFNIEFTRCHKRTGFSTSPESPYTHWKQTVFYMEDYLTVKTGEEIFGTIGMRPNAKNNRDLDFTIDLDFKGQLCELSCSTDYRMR
SIAE primary – inhibitors of human sialic acid acetylesterase SIAE | 370,000 tested, 0.69% active | Q9HAT2 | SIAE FP-Rh probe binding, fluorescence polarization | inhibition, % at 9.66 µM;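 active means inhibition above a cutoff: mean of compounds within the control limits plus 3 SD of those, cut at about 17% in these data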;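 further: 0% = plate median of compound wells and 100% = probe without SIAE protein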
LEDGF integ inh – blocks HIV-1 LEDGF/p75-dependent DNA integration | AID 743269 | inhibition, % at 3.7 µM | 370,000 tested, 0.64% active | TR-FRET IN-LEDGF/p75 DNA integration, Eu/Cy5;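 active means inhibition above the screen-wide mean plus 3 SD, cut at about 13% in these data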;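 further: signal is the Cy5 over europium emission ratio at 671 and 618 nm; 0% = plate median of compound wells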
TDP2 absorb – blocks human TDP2 phosphodiesterase activity | 370,000 tested, 0.34% active | inhibition, % at 12.8 µM | recombinant TDP2, T5PNP hydrolysis, p-nitrophenol absorbance 415 nm;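 active means inhibition above the mean of all tested compounds plus 3 SD, set per campaign, cut at about 25% in these data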;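 further: 0% = DMSO with enzyme and 100% = buffer with substrate but no TDP2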
Target sequence (O95551 whole entry, looked up): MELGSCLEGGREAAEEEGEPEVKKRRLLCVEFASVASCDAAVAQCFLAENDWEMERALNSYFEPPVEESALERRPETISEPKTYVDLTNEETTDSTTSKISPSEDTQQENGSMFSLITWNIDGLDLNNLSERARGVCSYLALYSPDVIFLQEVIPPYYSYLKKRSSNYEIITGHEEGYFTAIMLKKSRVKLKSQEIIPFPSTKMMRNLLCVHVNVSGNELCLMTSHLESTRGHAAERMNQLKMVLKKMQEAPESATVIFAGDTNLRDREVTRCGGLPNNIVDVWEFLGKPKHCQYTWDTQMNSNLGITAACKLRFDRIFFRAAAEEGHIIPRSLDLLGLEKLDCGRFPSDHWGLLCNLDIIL
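System – recombinant human TDP2 · Quantity – TDP2 enzyme at 120 nM final · Doses – single concentration, 12.8 µM nominal, with 1% DMSO · Incubation – 2 h at 37 °C · Measured by – epi absorbance of p-nitrophenol freed from T5PNP by hydrolysis · Read-out – % inhibition relative to enzyme-containing and enzyme-free wells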
UHRF1 MBD2 ctr – UHRF1 methyl-DNA binding inhibition. Q96T88. UHRF1 binding to methylated oligo, TR-FRET. inhibition, % at 4.4 µM. 370,000 tested, 0.75% active; in the data active means inhibition above about 21%;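 further: UHRF1 SRA domain binding a hemimethylated CpG hairpin DNA probe; 0% = median of test compound wells and 100% = reference inhibitor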
TCR CD3 inh – inhibitors of human TCR-CD3 interaction; TAMRA-labeled TCR probe fluorescence, biochemical; 360,000 tested, 0.37% active; inhibition, % at 9.4 µM; in the data active means inhibition above about 19%;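 further: recombinant mutant TCR 2C K166C tagged with TAMRA read by polarization; 0% = receptor in buffer alone and 100% = receptor with positive control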
PG9 Ab binder – small molecules binding HIV-1 gp120 antibody PG9. TR-FRET gp120-PG9 antibody binding. inhibition, % at 6.7 µM. 360,000 tested, 0.43% active; in the data active means inhibition above about 8.5%
* marks the source's active call; other numbers are inactive results; x = not tested or not shown.

mABHD4 FP	Tn7 DDE FP	HTRA1 inh	PRMT1 inh	SIAE primary	LEDGF integ inh	TDP2 absorb	UHRF1 MBD2 ctr	TCR CD3 inh	PG9 Ab binder	SMILES
2	-7	-14	2	4	4	-5	0	1	4.5	N#Cc1nc(-c2ccccc2)oc1NCc1ccco1
1	4	1	1	-1	0	-5	14	0	-0.5	COc1ccc(C=C(C(=O)O)c2ccc(OC)cc2)cc1
-4	1	-6	-2	0	2	1	5	-4	-0.7	NC(=O)CC(NC(=O)Cc1ccc(Cl)cc1)c1ccc(NC2CCCCCCC2)c([N+](=O)[O-])c1 (centres undefined)
-16	6	-3	1	2	3	-5	-2	2	-2.5	O=S(=O)(Nc1ccc2nc(C(F)(F)F)[nH]c2c1)c1ccccc1
-3	-5	0	-4	4	4	3	-1	4	-0.6	COc1ccccc1C(CNC(=O)CSc1ccc2ccccc2c1)N(C)C (centres undefined)
-1	-2	x	2	-1	2	-7	2	-5	-0.9	COc1ccc(OCC(=O)NC(CC(=O)O)c2ccc(OC)c(OC)c2)cc1 (centres undefined)
-15	2	-10	2	-6	5	0	0	-4	0.8	CC[C@@H](C)[C@H](NC(=O)CCc1c(C)c2cc3c4c(oc3c(C)c2oc1=O)CCCC4)C(=O)O
6	-3	2	0	-2	-2	23	-5	-1	-0.9	O=C(NCc1cccnc1)Nc1cccc(F)c1
1	-1	x	2	-3	-2	3	3	2	1.7	CCCCC(=O)N(C)c1c(C)nc2ccc(C(=O)N3CCCCC3)cn12
1	2	-1	1	0	-2	14	0	-3	0.0	Cc1ccc(OCc2cc(C(=O)NC3CCc4ccccc43)no2)cn1 (centres undefined)
-2	1	-1	2	-4	-2	14	0	-3	1.2	Cc1cccc(-n2c(SCC(=O)O)nc3sc4c(c3c2=O)CCC4)c1
-2	-3	2	1	-8	2	1	-2	-6	1.8	O=C(CCc1nc2ccccc2s1)OCC(=O)N1CCN(C(=O)c2ccco2)CC1
-7	-5	-1	-6	-7	5	-11	0	2	-2.9	CCn1c(SCC(=O)N2CCCC(C)C2)nnc1-c1ccco1 (centres undefined)
0	1	x	0	4	3	-8	3	-2	1.2	Cc1[nH]c(=O)[nH]c(=O)c1S(=O)(=O)N1CCCC(C(=O)NCc2ccc3c(c2)OCO3)C1 (centres undefined)
3	-6	x	3	0	1	3	-1	5	-1.4	COc1ccc(CN2C[C@@H](CO)O[C@@H](n3cnc4c(N5CCCC5)ncnc43)C2)cc1
6	-8	3	-1	3	2	-5	-3	1	-1.2	CC(COc1ccc(/C=C/c2ccccc2)cc1)[N+](C)(C)C (centres undefined)
2	-6	3	0	4	0	7	-1	-1	-1.6	C=CCn1c(=O)n(CCC#N)c(=O)n(CCC#N)c1=O
-6	-8	0	-4	-1	-1	-7	2	6	-0.8	c1ccc(-n2ncc3c(NCCCN4CCOCC4)ncnc32)cc1
1	-1	-11	-2	6	3	9	-3	6	2.8	O=C(Nc1cccc(O)c1)c1cc(-c2ccc3c(c2)OCO3)on1
2	0	1	6	-5	-2	2	-3	1	0.2	COc1ccc2nc(NC(=O)c3cnccn3)sc2c1
-3	-1	-15	-2	-2	4	-15	6	-5	-3.7	COc1ccc(C)cc1N(CC(=O)N/N=C/c1ccccc1C(=O)O)S(=O)(=O)c1ccccc1
1	1	2	-2	7	-2	5	-2	5	-1.5	COc1ccc(CNc2n[nH]c(NCc3ccc(OC)c(OC)c3)n2)cc1OC
3	4	6	1	16	0	12	-2	-10	0.1	COc1ccc2nc(C)c3c(c2c1)OC(C)C3 (centres undefined)
-2	-4	-9	1	5	1	2	4	7	-0.8	C=CCNC(=O)/C(=C\c1ccc2c(c1)OCO2)NC(=O)c1ccc(Br)cc1
-2	-2	-15	18	-6	-11	-22	-9	-7	-17	Cc1ccc(N=Nc2c(O)ccc3n[nH]nc23)cc1

The listing continues.
mABHD4 FP	Tn7 DDE FP	HTRA1 inh	PRMT1 inh	SIAE primary	LEDGF integ inh	TDP2 absorb	UHRF1 MBD2 ctr	TCR CD3 inh	PG9 Ab binder	SMILES
-8	0	x	5	3	3	7	1	-3	0.3	COc1ccc(Cl)cc1CNC[C@H]1O[C@@H](n2cnc3c(=O)[nH]c(N)nc32)[C@H](O)[C@@H]1O
7	-9	x	11	-2	1	-1	-5	7	2.5	Cc1csc(-c2nc3ccccc3n2C(C(=O)NC(C)(C)C)c2cc3ccccc3o2)c1 (centres undefined)
2	-4	7	-2	2	-4	-5	1	-7	-0.7	O=C(N1CCOCC1)C12CCC3CC(CC(C3)C1)C2
1	0	1	-1	6	-2	6	-1	-1	-3.1	CCOc1ccc(Oc2nc(Nc3ccc(C)cc3)nc(N(C)C)n2)nn1
8	0	-4	1	1	-2	1	2	-2	1.6	N#Cc1nc(-c2cccs2)oc1NCC1CCCO1 (centres undefined)
-1	6	-5	-1	-2	-2	1	1	4	0.1	Cc1cc(NC(=O)CCSc2nc(-c3ccco3)cc(C(F)(F)F)n2)no1
-8	-5	-8	2	-9	1	-3	-4	2	1.1	COC(=O)c1sc(NC(=O)CSc2n[nH]c(N)n2)c(C(=O)OC)c1C
3	-1	-7	3	-6	0	6	2	-3	0.3	COCCNC(=O)CSc1nc2cc3c(cc2c(=O)n1Cc1ccco1)OCO3
5	0	3	3	-2	1	3	0	1	0.1	O=Cc1cccn1Cc1ccccc1[N+](=O)[O-]
2	-1	-2	-1	1	-5	-6	-1	-5	-1.7	CN(C)CCCNC(=O)C[C@H]1C[C@H](C(=O)N2CCOCC2)[C@@]2(C)c3[nH]c4cc(CCC(=O)N(C)C)ccc4c3CCN2C1=O
15	11	5	3	-4	0	2	-3	2	-0.8	CCOC(=O)c1cc2c(N)c(C(=O)c3ccc(Br)cc3)sc2[nH]c1=O
27	-3	7	4	11	1	8	-4	-2	-0.4	CC(NC(=O)C12CC3CC(CC(C3)C1)C2)C(=O)NN=Cc1ccc([N+](=O)[O-])o1 (centres undefined)
-3	2	-6	-5	4	4	-3	-4	-8	-1.4	Cc1ccc2nc(-c3ccncc3)c(NC3CCCC3)n2c1
3	-2	-3	-3	-1	-2	10	0	0	0.9	Cc1ccc(-n2c(SCC(=O)Nc3cc(C)on3)nc3c(c2=O)SC(C)C3)cc1 (centres undefined)
3	-2	-2	3	3	1	-3	-4	0	-1.7	CCOC(=O)CN1C(=O)S/C(=C/c2cc(C)n(C)c2C)C1=O
0	0	1	4	0	-3	6	2	-4	0.0	COCCCNc1nc2ccccc2nc1NS(=O)(=O)c1ccc(F)cc1
-6	2	-2	1	3	-2	-1	-3	4	-0.4	CCOC(=O)/C(C#N)=C/c1c(N2CCN(c3ccc(OC)cc3)CC2)nc2c(C)cccn2c1=O
0	1	x	-3	16	2	3	-1	2	-0.9	O=c1c(Cl)c(N2CCC3(CC2)OCCO3)cnn1C12CC3CC(CC(C3)C1)C2
5	-6	8	-1	1	5	-2	-6	5	-0.7	CCC/C(C)=N/NC(=O)c1ccccc1O
5	6	7	6	2	7	36*	11	-4	-22	COc1ccc(NC2=C(NCCO)C(=O)c3ccccc3C2=O)cc1
2	-3	-10	0	-3	1	3	-1	-4	0.3	COC(=O)c1ccc(NC(=O)c2cccc(Cl)c2)o1
-2	-7	4	-1	-1	6	-14	2	1	-1.4	Cc1cc(C)c(-c2cc(C)nc3ncnn23)c(C)c1
1	2	2	-2	-1	0	11	-7	0	1.1	CCOC(=O)c1cnc2ccc(Cl)cc2c1Nc1ccc(S(=O)(=O)Nc2ncccn2)cc1
-5	-1	-8	5	-2	2	-3	1	-12	-1.1	C=CCN1C(=O)/C(=C\c2ccc(OC(=O)c3ccco3)c(OC)c2)SC1=S
1	2	-3	-2	4	-1	-1	0	6	-1.0	CN(Cc1ccccc1)C(=O)CN1C(=O)C2C3C=CC(C3)C2C1=O (centres undefined)

Next results.
mABHD4 FP	Tn7 DDE FP	HTRA1 inh	PRMT1 inh	SIAE primary	LEDGF integ inh	TDP2 absorb	UHRF1 MBD2 ctr	TCR CD3 inh	PG9 Ab binder	SMILES
-5	1	-2	3	-4	0	-1	2	-4	0.3	Cc1c(C(=O)NCCN2CCOCC2)oc2ccc(S(=O)(=O)N3CCCCCC3)cc12
0	6	-4	4	1	-1	-4	2	2	0.3	Cc1c(C(=O)O)cc(C(C)(C)C)n1CCSCCO
7	-5	-2	3	2	3	-11	6	-3	-0.7	CCOC(=O)CSc1cc(C)nc(N)n1
2	1	1	4	-1	-7	9	0	-9	-1.7	COCCNC(=S)N/N=C(\C)CCc1ccc2c(c1)OCO2

Eleven compounds out of the list, sorted by heavy-atom count, falling.
mABHD4 FP	Tn7 DDE FP	HTRA1 inh	PRMT1 inh	SIAE primary	LEDGF integ inh	TDP2 absorb	UHRF1 MBD2 ctr	TCR CD3 inh	PG9 Ab binder	SMILES
-6	2	-2	1	3	-2	-1	-3	4	-0.4	CCOC(=O)/C(C#N)=C/c1c(N2CCN(c3ccc(OC)cc3)CC2)nc2c(C)cccn2c1=O
1	2	2	-2	-1	0	11	-7	0	1.1	CCOC(=O)c1cnc2ccc(Cl)cc2c1Nc1ccc(S(=O)(=O)Nc2ncccn2)cc1
-5	1	-2	3	-4	0	-1	2	-4	0.3	Cc1c(C(=O)NCCN2CCOCC2)oc2ccc(S(=O)(=O)N3CCCCCC3)cc12
0	1	x	-3	16	2	3	-1	2	-0.9	O=c1c(Cl)c(N2CCC3(CC2)OCCO3)cnn1C12CC3CC(CC(C3)C1)C2
0	0	1	4	0	-3	6	2	-4	0.0	COCCCNc1nc2ccccc2nc1NS(=O)(=O)c1ccc(F)cc1
5	6	7	6	2	7	36*	11	-4	-22	COc1ccc(NC2=C(NCCO)C(=O)c3ccccc3C2=O)cc1
1	2	-3	-2	4	-1	-1	0	6	-1.0	CN(Cc1ccccc1)C(=O)CN1C(=O)C2C3C=CC(C3)C2C1=O (centres undefined)
3	-2	-2	3	3	1	-3	-4	0	-1.7	CCOC(=O)CN1C(=O)S/C(=C/c2cc(C)n(C)c2C)C1=O
0	6	-4	4	1	-1	-4	2	2	0.3	Cc1c(C(=O)O)cc(C(C)(C)C)n1CCSCCO
5	-6	8	-1	1	5	-2	-6	5	-0.7	CCC/C(C)=N/NC(=O)c1ccccc1O
7	-5	-2	3	2	3	-11	6	-3	-0.7	CCOC(=O)CSc1cc(C)nc(N)n1

Only SIAE primary, UHRF1 MBD2 ctr and LEDGF integ inh (2 entries from above):
SMILES | SIAE primary | UHRF1 MBD2 ctr | LEDGF integ inh
COc1ccc(Cl)cc1CNC[C@H]1O[C@@H](n2cnc3c(=O)[nH]c(N)nc32)[C@H](O)[C@@H]1O | 3 | 1 | 3
Cc1csc(-c2nc3ccccc3n2C(C(=O)NC(C)(C)C)c2cc3ccccc3o2)c1 (centres undefined) | -2 | -5 | 1

High-throughput results (PubChem BioAssay)
